# Screening data (PubChem BioAssay)
# NRP1-CendR mod: NRP-1/CendR interaction modulation | O14786 | FAM-RPARPAR peptide binding to NRP-1, fluorescence polarization | 360,000 tested, 0.85% active | inhibition, % at 25 µM;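 active means inhibition or corrected inhibition above about 18%, plus a signal ratio from 0.5 to 1.5, limit read from the data, passing the limit was not always enough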; further: strong numbers were not always called active
# FAS-TE inh: FAS thioesterase (human) inhibition; P49327; recombinant FAS-TE, OMFH fluorogenic substrate, fluorescence endpoint; inhibition, % at 15 µM; 360,000 tested, 0.67% active;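 active means compounds whose normalised, plate-corrected inhibition of enzyme fluorescence in the single-dose primary screen is 50% or more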;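 further: 0% = DMSO with enzyme and 100% = substrate without enzyme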
# eLon inh: E. coli protease La inhibition; purified E. coli Lon protease, fluorescence polarization; inhibition, % at 7.94 µM; 360,000 tested, 0.42% active; in the data active means inhibition above about 13%, passing the limit was not always enough;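 further: 0% = enzyme with probe and DMSO and 100% = no enzyme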
# MLLE-PAM2 inh: inhibitors of microRNA-mediated deadenylation, human PABP1 MLLE binding; P11940; GST-MLLE / FITC-PAM2 fluorescence polarization; inhibition, % at 20 µM; 360,000 tested, 0.36% active; in the data active means inhibition above about 35%, passing the limit was not always enough;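 further: plate controls were DMSO wells with GST-MLLE for no effect and wells lacking GST-MLLE protein for full effect; some results filed as inactive read as strong as hits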
# MsrA act: activators of bovine methionine sulfoxide reductase A; activation, % at 10.6 µM; purified bovine MsrA, absorbance read-out; 360,000 tested, 0.3% active; in the data active means activation above about 7.5%;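 further: 0% = vehicle and 100% = reference activator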
# SKN-1 block: inhibitors of C. elegans SKN-1 | C. elegans VP596 Pgst-4::GFP/RFP ratio, acrylamide-induced, 24 h | inhibition, % at 21.8 µM | 360,000 tested, 0.49% active | AID 624304;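 active means interference check ratio from 0.5 to 1.5 plus GFP to RFP signal ratio inhibition reaching or exceeding a fixed threshold, cut at about 30% in these data, passing the limit was not always enough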; further: some compounds called inactive have numbers as strong as hits
# Rin1-Abl PPI inh: inhibitors of human Rin1-Abl protein interaction. P00519+Q13671. TR-FRET Rin1/Abl binding, biochemical. inhibition, % at 7.35 µM. 360,000 tested, 0.4% active. AID 588664; in the data active means inhibition above about 5%, passing the limit was not always enough
# Neddylation inh: inhibitors of human cullin neddylation; TR-FRET cullin neddylation, biochemical; calls only at 25 µM; 360,000 tested, 0.58% active; AID 651699; in the data active means inhibition above about 36%
# MT1-MMP act inh: blocks activation of human MT1-MMP; GFP/RFP ratio change, % at 20 µM; 360,000 tested, 0.061% active; HT1080 RFP-PRO-GFP cells, GFP/RFP ratio fluorescence, overnight; percent of plate control window, DMSO zero; AID 651647; P50281;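 active means GFP/RFP ratio change of at least 30% with cell ATP level not reduced by more than half and red fluorescence within 50% of control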; further: strong numbers were not always called active
#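 Material: RFP-PRO-GFP reporter HT1080 cells. Dosing: single-point 20 µM compound, 1% DMSO. Controls: DMSO and RFP-L50D-GFP cell wells. Timing: cells overnight before dosing, compound overnight, 37 °C, 5% CO2. Measure: GFP/RFP fluorescence ratio.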
# An asterisk follows results filed as active; i = inactive; · = no result given.
Compound | NRP1-CendR mod | FAS-TE inh | eLon inh | MLLE-PAM2 inh | MsrA act | SKN-1 block | Rin1-Abl PPI inh | Neddylation inh | MT1-MMP act inh
Cc1ccc(-n2cnnn2)cc1Cl | 13 | -4 | 1 | 6 | -2 | 3 | -3 | i | 0
CSc1nc2sc3c(c2c(=O)n1C1CCCCC1)CCN(C)C3 | -15 | -8 | -5 | -108 | -2 | 3 | -3 | i | -5
Cc1nn(-c2ccc(F)cc2)c(C)c1NS(=O)(=O)c1ccc(Cl)cc1 | 10 | 0 | -5 | -8 | -2 | 3 | 2 | i | 7
O=C1CCC([N+](=O)[O-])C(c2ccccc2F)N1 (centres undefined) | -2 | -4 | 4 | -6 | 0 | 13 | -1 | i | 1
COc1ccc(/C=C(/NC(=O)c2ccccc2)C(=O)NCC2CCCO2)cc1 (centres undefined) | -8 | -5 | -3 | 5 | 0 | 11 | 2 | i | 0
O=C1C=C(c2ccc(Oc3ccccc3)cc2)C[C@@H](c2ccc(F)cc2)C1 | 12 | 22 | -8 | 1 | -4 | 1 | -1 | i | 4
COCCCN(C(=O)CC1OC(=O)c2ccccc21)c1c(N)n(Cc2ccccc2)c(=O)[nH]c1=O (centres undefined) | 10 | -5 | 2 | -36 | 0 | 18 | -3 | i | -2
CCOc1ccc(/C=N/n2c(SC)nnc2-c2ccccc2)cc1OCC | 1 | 1 | -6 | -48 | -6 | -15 | 2 | i | -1
O=C(Cc1ccccc1)NCC(=O)OCC(=O)c1ccccc1Cl | 2 | -3 | 3 | -6 | -3 | -3 | 2 | i | 3
OC(COc1ccc(Br)cc1)CN1CCC(Cc2ccccc2)CC1 (centres undefined) | -8 | -16 | -7 | 3 | 1 | 17 | 1 | i | 3
COC(=O)Cn1c(=NC(=O)CSCC(=O)NC2CCCCC2)sc2cc(OC)ccc21 | 12 | -16 | -4 | 27 | -13 | -31 | 3 | i | 0
O=C(NCCCN1CCCCC1)c1ccc2c(c1)NC(=O)c1ccccc1S2 | 7 | -5 | -7 | 19 | 3 | 9 | -1 | i | 2
CCOC(=O)[C@]12CCC=C1N(Cc1ccc3c(c1)OCO3)C(=O)[C@H](CC(=O)NCCc1ccccc1OC)C2 | 4 | 4 | 0 | · | -3 | 4 | · | i | 3
COc1ccc(NC(=O)Cn2c(=O)n(CC3CCCO3)c(=O)c3cc(OC)c(OC)cc32)cc1OC (centres undefined) | -10 | -5 | -9 | 4 | -8 | -8 | 9.9* | i | 3
CN(C)C(/C=C/Nc1ccc(F)cc1F)=C(C#N)C#N | -7 | -8 | -8 | -10 | -1 | 1 | -1 | i | -1
Cc1cc(Cl)ccc1OCc1nc(-c2ccc(O)cc2)n[nH]1 | -4 | 13 | -1 | -27 | -6 | -6 | 0 | i | 4
COc1cccc(C(O)c2nc(-c3cc4ccccc4o3)cs2)c1 (centres undefined) | -2 | 18 | -6 | 6 | -1 | 2 | -8 | i | -1
CCN(C(=O)COC(=O)c1ccc(Cl)cc1N)C1CCCCC1 | 14 | 6 | -22 | -8 | 0 | -11 | -2 | · | -8
CCOC(=O)CC(=O)CSc1nc2sc(C)cc2c(=O)n1Cc1ccco1 | -21 | 8 | -9 | -23 | -2 | 9 | 0 | i | -2
CCSc1ncc(/C=N/Nc2ccc([N+](=O)[O-])cc2)n1C | -62 | -30 | -32 | -52 | -3 | 48 | -1 | i | 1
CCc1ccc(NC(=O)C2CCN(S(=O)(=O)c3cnc[nH]3)CC2)cc1 | 11 | -12 | 11 | -5 | -2 | -19 | 3 | i | -3
Cc1ccsc1C1C(C#N)=C(N)OC2=C1C(=O)CCC2 (centres undefined) | 4 | -4 | -7 | 23 | 0 | 9 | 0 | i | -6
Cc1cc(C)c(S(=O)(=O)N(C)CC(=O)NC2CCCC2)c(C)c1 | -10 | -4 | -2 | -1 | -5 | 16 | 0 | i | 6
C[C@@H]1CN([C@H](C)CO)C(=O)Cc2cc(NS(=O)(=O)c3ccc(F)cc3)ccc2O[C@H]1CN(C)Cc1ccc(C(=O)O)cc1 | -4 | -6 | -7 | -7 | -1 | 2 | 0 | i | 4
O=C(O)C1CCC(N2C(=O)c3cccc([N+](=O)[O-])c3C2=O)CC1 (centres undefined) | 9 | -6 | 1 | 6 | -1 | 6 | -2 | i | -4

# 4 entries picked at random from the list so far, as already listed:
Compound | NRP1-CendR mod | FAS-TE inh | eLon inh | MLLE-PAM2 inh | MsrA act | SKN-1 block | Rin1-Abl PPI inh | Neddylation inh | MT1-MMP act inh
CCOC(=O)[C@]12CCC=C1N(Cc1ccc3c(c1)OCO3)C(=O)[C@H](CC(=O)NCCc1ccccc1OC)C2 | 4 | 4 | 0 | · | -3 | 4 | · | i | 3
Cc1nn(-c2ccc(F)cc2)c(C)c1NS(=O)(=O)c1ccc(Cl)cc1 | 10 | 0 | -5 | -8 | -2 | 3 | 2 | i | 7
COc1ccc(/C=C(/NC(=O)c2ccccc2)C(=O)NCC2CCCO2)cc1 (centres undefined) | -8 | -5 | -3 | 5 | 0 | 11 | 2 | i | 0
COc1cccc(C(O)c2nc(-c3cc4ccccc4o3)cs2)c1 (centres undefined) | -2 | 18 | -6 | 6 | -1 | 2 | -8 | i | -1

# One compound at a time, as listed above. Screens in order: NRP1-CendR mod	FAS-TE inh	eLon inh	MLLE-PAM2 inh	MsrA act	SKN-1 block	Rin1-Abl PPI inh	Neddylation inh	MT1-MMP act inh
# Results for `O=C(O)C1CCC(N2C(=O)c3cccc([N+](=O)[O-])c3C2=O)CC1` (centres undefined) : 9	-6	1	6	-1	6	-2	i	-4
# Results for `COc1cccc(C(O)c2nc(-c3cc4ccccc4o3)cs2)c1` (centres undefined) : -2	18	-6	6	-1	2	-8	i	-1
# Results for `CCN(C(=O)COC(=O)c1ccc(Cl)cc1N)C1CCCCC1` : 14	6	-22	-8	0	-11	-2	·	-8
# Results for `CCSc1ncc(/C=N/Nc2ccc([N+](=O)[O-])cc2)n1C` : -62	-30	-32	-52	-3	48	-1	i	1

# (list continues)
Compound | NRP1-CendR mod | FAS-TE inh | eLon inh | MLLE-PAM2 inh | MsrA act | SKN-1 block | Rin1-Abl PPI inh | Neddylation inh | MT1-MMP act inh
Cc1cccc(CS(=O)(=O)Cc2ccc(C(=O)NCC3CCCO3)o2)c1 (centres undefined) | 3 | -12 | 8 | 0 | -9 | -1 | -4 | i | -1
CCOC(=O)[C@]12CCCC=C1N(Cc1ccco1)C(=O)[C@H](CC(=O)NCc1cccc3ccccc13)C2 | 14 | 2 | 3 | · | 3 | -26 | · | i | 0
NNC(=O)CC1NCCN(Cc2ccccc2)C1=O (centres undefined) | -5 | -3 | -12 | -4 | -5 | -15 | 1 | i | -1
Cc1ccc(S(=O)(=O)NCc2ccncc2)cc1 | 5 | -6 | -5 | 1 | 0 | -15 | 0 | i | -10
Cc1nc2ccccn2c1-c1ccnn1S(=O)(=O)c1ccc(F)cc1 | -2 | -3 | -10 | -9 | 1 | 2 | -3 | i | -4
Cc1ccc(NC(=O)CSC2=NCCN2)cc1 | 2 | -13 | 5 | 39* | -3 | 14 | 0 | i | 5
CCOC(=O)c1ccc(-c2ccc3[nH]c4ccccc4c(=O)c3c2)cc1F | 2 | -12 | 0 | -17 | 0 | 6 | 1 | i | 2
Cc1nnc(-c2ccccc2)o1 | 10 | -8 | -16 | 3 | -9 | -13 | -1 | i | -5
O=C(CSc1nc(-c2cccs2)nc2ccccc12)NC1CCS(=O)(=O)C1 (centres undefined) | -6 | -8 | 4 | -4 | -2 | 16 | -3 | i | -4
O=C(NCCC1=CCCCC1)NC1CCCCC1 | -4 | -4 | 3 | 4 | -1 | 55* | 4 | i | -3
COc1ccc(/C=C(/NC(=O)c2ccc([N+](=O)[O-])cc2)C(=O)NC(C)(C)C)cc1 | -5 | 70* | -1 | -24 | 0 | 1 | 3 | i | -4
O=C(NNC(=S)NCCc1ccccc1)c1ccc(Br)s1 | 16 | 6 | -3 | -7 | -3 | 0 | -1 | i | 2
S=C(SSC(=S)N1CCOCC1)N1CCOCC1 | -6 | 0 | -1 | 10 | 2 | 4 | 0 | i | 0
CC(=O)c1cccc(Nc2nc(-c3sc(C)nc3C)cs2)c1 | 1 | 7 | -2 | 11 | -3 | 1 | 0 | i | 6
O=C(Cc1ccc(F)cc1)OCC(=O)N1CCN(S(=O)(=O)c2ccc(Cl)cc2)CC1 | -5 | 11 | 1 | 3 | -7 | 2 | 3 | i | 4
CCOC(=O)CC1(C)c2nc(NC(C)=O)sc2Cc2sc(NC(C)=O)nc21 | -17 | 2 | 7 | 13 | -4 | 0 | 3 | · | 4
CCCCN(C)CCCNC(=O)CN1N=C(c2ccc(Cl)cc2)CCC1=O | 15 | -5 | -1 | -5 | 0 | 6 | -1 | i | 1
NC(=O)CC(NC(=O)Cc1cccc2ccccc12)c1ccc(NC2CCCCCCC2)c([N+](=O)[O-])c1 (centres undefined) | -27 | -3 | 3 | -27 | -5 | -3 | 3 | i | -1
CC1Nc2ccc(C(=O)NC3CCCCC3)cc2NC1=O (centres undefined) | -191 | -18 | -212 | -122 | -1 | 5 | 0 | i | -46
c1ccc(N2CCOCCOCCOCCOCC2)cc1 | -1 | -5 | -5 | -3 | -1 | -5 | 1 | i | -1
COc1ccc2c(c1)C(CC(C)=O)N(c1ccc(-c3cccnc3)cc1)C(c1ccsc1)=C2 (centres undefined) | 11 | 14 | -2 | · | 8 | -19 | · | · | -2
CCOc1ccccc1Nc1nnc(SCC(=O)N2CCCC2)s1 | 14 | -5 | 1 | -35 | -1 | 4 | 2 | i | -5
CCOc1ccccc1N(C(=O)CNC(=O)c1ccco1)C(C(=O)NC(C)(C)C)c1ccncc1 (centres undefined) | -21 | -1 | 5 | 10 | 2 | -2 | 2 | i | 1
Cc1cccc(N2CCN(Cc3oc(CO)cc(=O)c3O)CC2)c1C | -2 | -11 | -7 | 8 | -1 | 21 | 0 | i | 0
CC(C)(C)C(CCl)C(=O)NN=C(c1ccccc1)c1ccccc1 (centres undefined) | 3 | -6 | -5 | -7 | -3 | -12 | 2 | i | 0
Cc1cc(C)cc(NC(=O)CN2CCN(C(=O)C3CCCO3)CC2)c1 (centres undefined) | 12 | -6 | -6 | -3 | -2 | 20 | -1 | i | 0
O=C(CNC(=O)c1n[nH]c2ccccc12)Nc1cc(Cl)ccc1Cl | 4 | -6 | -11 | 1 | -14 | 5 | 0 | i | 0
CC1(C)CC(=O)c2c(noc2-c2ccccc2)C1 | 3 | -9 | -2 | 2 | -8 | 17 | 0 | i | 1
NC(=O)CC(NC(=O)c1ccccc1)c1ccc(NCCc2ccc(F)cc2)c([N+](=O)[O-])c1 (centres undefined) | -8 | -13 | 2 | -13 | -2 | -5 | 0 | i | 9
COc1ccc(Cl)cc1S(=O)(=O)NCc1nc2nc(C)cc(C)n2n1 | 8 | 0 | 4 | -8 | -3 | -9 | 3 | i | -1
Cc1ccc(NC(=O)c2cc(N3C(=O)C4CC=CCC4C3=O)ccc2N2CCCCC2)cc1 (centres undefined) | 4 | 26 | -7 | 0 | -2 | -9 | 4 | i | -3
Cc1nc(-c2ccc(NS(C)(=O)=O)cc2)cs1 | 6 | -10 | -4 | 0 | -15 | -9 | -1 | i | 1
Cc1ccccc1C(=O)NCC(C)NC(=O)c1ccccc1C (centres undefined) | 5 | -5 | 4 | 2 | -3 | 2 | 3 | i | 2
